# SIAE primary: inhibitors of human sialic acid acetylesterase SIAE | Q9HAT2 | AID 1053197 | SIAE FP-Rh probe binding, fluorescence polarization | 370,000 tested, 0.69% active | inhibition, % at 9.66 µM;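 active = inhibition above a cutoff: mean of compounds within the control limits plus 3 SD of those, cut at about 17% in these data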;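 note: 0% = plate median of compound wells and 100% = probe without SIAE protein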
# TDP2 inh: TDP2 (human) inhibition, absorbance primary screen; inhibition, % at 12.8 µM; AID 720702; 370,000 tested, 0.34% active; O95551; recombinant TDP2, T5PNP hydrolysis, p-nitrophenol absorbance 415 nm;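 active = inhibition above the mean of all tested compounds plus 3 SD, set per campaign, cut at about 25% in these data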;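 note: 0% = DMSO with enzyme and 100% = buffer with substrate but no TDP2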
#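 Evaluation: % inhibition relative to enzyme-containing and enzyme-free wells. Material: recombinant human TDP2. Benchmarks: enzyme-free and DMSO wells. Timing: enzyme reaction with compound for 2 h at 37 °C. Compound dosing: 12.8 µM only. Measured by: p-Nitrophenol epi absorbance. Reagent: T5PNP substrate at 5 mM, a TopII-DNA adduct mimic. Replication: single well per compound.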
# UHRF1 binding: human UHRF1 methylated DNA binding inhibitors. 370,000 tested, 0.75% active. inhibition, % at 4.4 µM. Q96T88. UHRF1 binding to methylated oligo, TR-FRET; in the data active = inhibition above about 21%;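 note: UHRF1 SRA domain binding a hemimethylated CpG hairpin DNA probe; 0% = median of test compound wells and 100% = reference inhibitor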
# Target sequence (Q96T88 whole entry, looked up, the tested form may be a part): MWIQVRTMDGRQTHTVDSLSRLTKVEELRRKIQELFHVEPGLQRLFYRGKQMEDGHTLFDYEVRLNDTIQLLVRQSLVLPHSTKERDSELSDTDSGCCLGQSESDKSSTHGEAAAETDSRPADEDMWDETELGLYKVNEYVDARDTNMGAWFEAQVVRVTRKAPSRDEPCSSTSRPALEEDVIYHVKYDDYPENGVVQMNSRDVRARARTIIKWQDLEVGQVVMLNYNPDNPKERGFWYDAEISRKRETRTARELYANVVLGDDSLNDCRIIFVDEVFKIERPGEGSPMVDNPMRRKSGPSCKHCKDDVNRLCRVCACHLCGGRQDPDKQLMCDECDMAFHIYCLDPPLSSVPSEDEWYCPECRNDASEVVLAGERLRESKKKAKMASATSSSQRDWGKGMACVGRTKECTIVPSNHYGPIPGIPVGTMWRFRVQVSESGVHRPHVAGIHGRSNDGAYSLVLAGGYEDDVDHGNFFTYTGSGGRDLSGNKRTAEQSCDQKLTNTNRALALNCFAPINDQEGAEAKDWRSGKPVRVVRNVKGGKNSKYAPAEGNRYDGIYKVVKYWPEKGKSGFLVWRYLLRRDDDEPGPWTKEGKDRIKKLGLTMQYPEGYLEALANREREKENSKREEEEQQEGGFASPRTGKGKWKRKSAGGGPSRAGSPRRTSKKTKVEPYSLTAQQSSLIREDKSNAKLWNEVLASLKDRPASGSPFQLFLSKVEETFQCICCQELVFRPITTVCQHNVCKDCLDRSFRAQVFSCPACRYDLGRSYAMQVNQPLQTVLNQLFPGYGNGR
# ABHD4 inh: ABHD4 (mouse) inhibition, primary FP screen; Q8VD66; purified mABHD4, FP-Rh probe fluorescence polarization; inhibition, % at 8.92 µM; 370,000 tested, 0.54% active; AID 720543;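 active = inhibition exceeding the mean over every tested compound plus 3 SD, cut at about 30% in these data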;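 note: 0% = plate median of compound wells and 100% = S159A mutant with DMSO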
#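 Test system: mABHD4 protein; Read-out basis: % inhibition; Incubation: 45 min + 60 min at 25 °C; Repeats: single replicate; Technique: fluorescence polarization with parallel and perpendicular emission, 525/598 nm; Compound: 8.92 µM, single dose; Benchmarks: full inhibition S159A mutant plus DMSO, zero as sample-well median.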
# LEDGF integ inh: blocks HIV-1 LEDGF/p75-dependent DNA integration; TR-FRET IN-LEDGF/p75 DNA integration, Eu/Cy5; inhibition, % at 3.7 µM; 370,000 tested, 0.64% active; AID 743269;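 active = inhibition above the screen-wide mean plus 3 SD, cut at about 13% in these data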;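 note: signal is the Cy5 over europium emission ratio at 671 and 618 nm; 0% = plate median of compound wells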
# PRMT1 FP inh: inhibitors of human PRMT1; Q99873; recombinant PRMT1, activity-based probe fluorescence polarization; inhibition, % at 2.79 µM; 370,000 tested, 1.3% active; AID 652257;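 active = inhibition above about 21% made by adding two undisclosed values, limit read from the data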
# DDE Tn7 FP inh: disrupts Tn7 cyclic peptide binding to fibrin D-Dimer-E complex; 370,000 tested, 0.13% active; FP displacement of FITC-Tn7 peptide from fibrin DD(E); 0% = median of compound wells per plate; inhibition, % at 8.3 µM; AID 720508; P02675;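 active = inhibition above the mean of compounds falling within the control limits plus 3 SD of them, cut at about 14% in these data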;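 note: 0% = plate median of compound wells and 100% = 10 µM Aha-Tn7 peptide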
#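 Also added: labelled Tn7 tracer, 0.1 µM; Assay system: human fibrin DD(E) protein; Amount: 2 µM fibrin DD(E); Schedule: 10 min compound pre-incubation, 3 h probe incubation at room temperature; Repeats: one replicate per compound; Read-out basis: percent inhibition; Measured by: fluorescence polarization of the labelled Tn7 tracer.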
# TCR CD3 inh: inhibitors of human TCR-CD3 interaction. TAMRA-labeled TCR probe fluorescence, biochemical. inhibition, % at 9.4 µM. 360,000 tested, 0.37% active. AID 651800; in the data active = inhibition above about 19%;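 note: recombinant mutant TCR 2C K166C tagged with TAMRA read by polarization; 0% = receptor in buffer alone and 100% = receptor with positive control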
# HTRA1 inh: inhibitors of human serine peptidase HTRA1; Q92743; recombinant HTRA1, FP-rhodamine activity-based probe, fluorescence polarization; inhibition, % at 5.96 µM; 340,000 tested, 0.5% active; AID 504803; in the data active = inhibition above about 36%;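 note: 0% = enzyme with DMSO and 100% = wells lacking enzyme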
# PG9 binder: small molecules binding HIV-1 gp120 antibody PG9. TR-FRET gp120-PG9 antibody binding. inhibition, % at 6.7 µM. 360,000 tested, 0.43% active. AID 624416; in the data active = inhibition above about 8.5%
# The depositor's hits bear a star; / = no result given.
SMILES,SIAE primary,TDP2 inh,UHRF1 binding,ABHD4 inh,LEDGF integ inh,PRMT1 FP inh,DDE Tn7 FP inh,TCR CD3 inh,HTRA1 inh,PG9 binder
Cn1ccc2c(-c3cccc4ccccc34)cc3c(c21)C1CCC3O1 (centres undefined),-8,4,2,1,-1,-3,1,6,/,1.7
CCCCN(C)C(=O)Cn1cnc2sc(C)cc2c1=O,-2,6,2,0,-1,1,-1,4,4,-2.5
CC1(C)C(c2ccccn2)=[N+]([O-])C(C)(C)N1O,2,9,7,4,1,0,12,-10,11,1.9
CCN(CC(=O)Nc1ccccc1OC)CC(=O)Nc1ccccc1C(F)(F)F,7,11,-1,2,-1,-3,-8,2,-1,-2.1
Nc1nc2ccc(NC(=O)c3ccco3)cc2s1,8,12,0,4,-2,-1,5,1,-2,-0.5
COc1cc(NC(=O)c2ccc3c(c2)OCCO3)ccc1NC(=O)c1ccccc1Cl,1,-16,2,1,-2,-2,3,2,-17,-2.3
CC(=O)NCc1ccc(C(=O)CCl)cc1,6,-11,3,5,6,2,-6,2,1,-1.3
COc1ccc(NC(=O)CN(C)C(=O)c2ccc(-c3cccc(C(F)(F)F)c3)o2)cc1,-4,-12,-2,-6,4,2,-8,10,-11,-2.4
Cc1cc2[nH]c(=O)c(=O)[nH]c2cc1S(=O)(=O)Nc1cccc(Cl)c1,-1,0,-2,0,-1,-3,-7,7,1,-0.9
COc1ccc(N2CCN(C(=O)COC(=O)[C@@H](NC(=O)c3c(F)cccc3F)C(C)C)CC2)cc1,4,-4,1,1,-5,3,2,-4,-2,-2.3
CC(C)(C)SC(=O)CC1NS(=O)(=O)OCC1NC(=O)OCC(Cl)(Cl)Cl (centres undefined),0,-8,-1,-24,1,0,-1,-8,-9,-0.4
O=C1CN(C(=O)c2ccccc2[N+](=O)[O-])C(c2ccccc2)c2cc(Br)ccc2N1 (centres undefined),-9,3,-3,-4,3,-4,7,2,-15,-1.5
C/C(=N/NC(=O)C1CCCCC1)c1ccc([N+](=O)[O-])cc1,3,3,5,4,1,1,1,0,1,0.1
Cc1ccccc1Cn1nc(C)c(NC(=O)c2noc3c2CCc2ccccc2-3)c1C,-5,-5,-1,-12,0,-2,6,3,-35,-1.0
OCCC1CN(Cc2cc3ccccc3o2)CCN1Cc1ccc(F)cc1 (centres undefined),-3,3,1,-6,-1,1,6,-10,2,-1.7
Cc1ccccc1OCCOC(=O)c1c(-c2ccccc2)noc1C,10,-7,1,-21,2,8,5,-3,-21,2.9
CCOC(=O)CCc1cnccc1-c1cccc(OC)c1O,-2,-12,4,-9,-5,5,4,4,8,0.2
Cc1ccc(NS(=O)(=O)c2cc(C(=O)N(C)C)ccc2C)cc1C,0,-3,2,3,3,-5,2,3,2,1.0
Cc1nnc(SCc2ccccc2)n(N)c1=O,0,58*,2,-2,0,1,4,6,0,-0.1
Cn1c(N)c(C(=O)COC(=O)c2ccc(C(F)(F)F)cc2)c(=O)n(C)c1=O,-13,-14,0,-2,1,0,1,6,1,-0.6

# Next section; the last five above are carried over.
SMILES,SIAE primary,TDP2 inh,UHRF1 binding,ABHD4 inh,LEDGF integ inh,PRMT1 FP inh,DDE Tn7 FP inh,TCR CD3 inh,HTRA1 inh,PG9 binder
Cc1ccccc1OCCOC(=O)c1c(-c2ccccc2)noc1C,10,-7,1,-21,2,8,5,-3,-21,2.9
CCOC(=O)CCc1cnccc1-c1cccc(OC)c1O,-2,-12,4,-9,-5,5,4,4,8,0.2
Cc1ccc(NS(=O)(=O)c2cc(C(=O)N(C)C)ccc2C)cc1C,0,-3,2,3,3,-5,2,3,2,1.0
Cc1nnc(SCc2ccccc2)n(N)c1=O,0,58*,2,-2,0,1,4,6,0,-0.1
Cn1c(N)c(C(=O)COC(=O)c2ccc(C(F)(F)F)cc2)c(=O)n(C)c1=O,-13,-14,0,-2,1,0,1,6,1,-0.6
O=C(c1ccc2c(c1)C(=O)N(Cc1ccco1)C2=O)N1CCOCC1,8,0,-4,6,3,-1,2,-4,-2,2.7
CC1CCCN(C(c2cccs2)c2nnnn2Cc2ccccc2)C1 (centres undefined),-2,-1,2,0,8,-1,-5,6,-16,-1.1
C=CCNC(=O)Cn1c(=O)c2c(ncn2CCC(C)C)n(Cc2ccccc2)c1=O,0,-13,-1,-2,-4,-6,0,2,-4,-3.6
O=C(Cn1cc(SCc2ccc(Cl)cc2)c2ccccc21)N1CCOCC1,-2,4,-4,-12,1,10,2,-3,-2,0.0
COC(=O)C1CN(Cc2ccccc2)CCS(=O)(=O)N1Cc1cn(Cc2ccccc2Br)nn1 (centres undefined),-5,-1,0,1,1,2,-2,/,/,/
Cc1cc(N2C(=O)C(O)=C(C(=O)c3ccc(C)o3)C2c2cccc(Cl)c2)no1 (centres undefined),-4,-10,6,-2,-2,13,4,-13,4,8.7*
O=C(CCc1ccccc1)Nc1ncn[nH]1,-5,4,-4,5,0,1,-12,-1,0,-3.1
Nc1nc(SCC(=O)Nc2ccc(Br)cc2Br)n[nH]1,3,2,0,-3,1,-3,-1,-4,2,-0.9
O=C(Nc1ccc(Cl)c(S(=O)(=O)N2CCOCC2)c1)c1cn2ccccc2n1,-1,-5,-2,2,-2,2,-1,-5,3,1.7
CCN(CC)CCn1c2c(c(SCC(=O)Nc3nc4ccccc4s3)nc1=O)CCCC2,4,-1,5,1,0,-2,8,-1,-8,-0.3
Cc1ccc(Cl)cc1N1CCN(CC(O)COCc2ccco2)CC1 (centres undefined),-2,14,2,2,2,-1,-4,13,-4,-1.0
NCC[C@H](O)C(=O)N[C@@H]1C[C@H](N)[C@@H](O[C@H]2O[C@H](CN)[C@@H](O)[C@H](O)[C@H]2O)[C@H](O)[C@H]1O[C@H]1O[C@H](CO)[C@@H](O)[C@H](N)[C@H]1O,3,3,-1,5,-1,2,2,7,3,1.3
CCOc1ccc(NC(=O)CN(C)C(=O)C2CCCO2)cc1OCC (centres undefined),-3,3,1,8,-3,6,0,-5,5,-0.1
COc1ccc(OC)c(S(=O)(=O)Nc2ccccc2C(=O)O)c1,-7,-2,4,3,0,0,-16,3,-6,0.3
Nc1nnc(CSCc2ccccc2Cl)s1,0,7,2,1,1,2,-1,-3,-3,0.3
COC(=O)c1c(C(=O)OC)c2ccncn2c1Cl,0,6,-3,2,-3,0,1,0,1,-3.2
COc1ccc(NC(=O)COC(=O)CN2C(=O)C3CCCCC3C2=O)cc1OC (centres undefined),-1,4,0,-1,-4,1,-4,-5,5,1.1
OC(COC(c1ccccc1)c1ccccc1)CN1CCc2ccccc2C1 (centres undefined),-10,-6,4,-2,-1,-1,4,-5,-14,-0.4
CC1(C)Cc2cccc(OCC(=O)N3CCN(c4ccc(F)cc4)CC3)c2O1,10,3,-1,3,-1,-1,-6,8,8,0.0
Cc1ccc(NS(=O)(=O)c2ccc3c(c2)NC(=O)CCS3)c(Cl)c1,1,-9,1,12,-1,-1,-2,1,-6,1.2
O=C(CNc1cccc2ccccc12)N/N=C/c1cccc(Oc2ccccc2)c1,13,-2,-3,-2,2,0,2,0,7,-0.2
COc1ccc(-c2nn(CCC#N)cc2/C=N/O)cc1OC,7,-10,0,-6,0,-3,-2,-2,5,0.1
Cc1cc(C)n2nc(C(=O)NCc3ccccc3)cc2n1,2,-8,2,3,3,4,5,2,9,-0.7
CC1(C)C(=O)Nc2ccccc2N1C(=O)COC(=O)COc1cccc(C(F)(F)F)c1,4,5,0,-11,5,-2,12,2,-6,0.0
CC(C)(C)N1C(=O)c2ccccc2NC(=O)C1C(=O)NCCOc1ccccc1 (centres undefined),-2,-7,-2,-11,3,-5,6,9,/,-1.2
CC(=O)c1sc(-c2ccc(F)cc2F)nc1C,0,-1,2,-2,-5,3,4,-12,-2,1.0
COC(=O)C1=C(C)NC(C)=C(C(=O)OC)C1c1ccccc1OCc1c(C)no[n+]1[O-],4,7,-1,2,-3,2,2,1,-6,-2.2
CCOc1ccc(-n2c(SCC(=O)Nc3ccccc3-c3ccccc3)nnc2-c2ccncc2)cc1,-4,1,0,-5,-2,0,5,/,/,/
COc1cc(CC(=O)O)ccc1O,5,6,-1,0,2,0,3,7,3,-1.8
Nc1c(C(=O)O)cnc2nc(N3CCOCC3)nn12,2,-9,10,-3,-2,-3,-2,3,-5,-0.7
CCOC(=O)[C@@H]1[C@H]2COc3cc(OC)ccc3[C@H]2N2C(=O)N(c3cccc(C)c3)C(=O)[C@]12C,-6,3,-3,2,-3,1,4,-11,-34,0.1
CC(=O)N(C)c1ccc(NC(=O)c2ccccc2C(=O)O)cc1,0,-12,0,4,3,2,-2,3,2,-0.9
O=C(NCCOc1ccc(F)cc1)C1CCC(=O)N(CC2CCCCC2)C1 (centres undefined),-7,-11,-2,2,-2,0,-3,4,8,-1.2
O=C(CCc1nnc(C2CCCCC2)o1)N1CCN(c2ccccc2F)CC1,0,15,-1,-3,2,2,-2,4,2,-1.6
CCOc1ccc2c(c1)c(C(C)=O)c(C)n2-c1ccccc1,-10,-5,3,-13,4,-1,1,-1,-17,2.1
Cn1ccc2c(-c3ccc(C(=O)O)cc3)cc3c(c21)C1CCC3C1 (centres undefined),4,5,-4,0,0,-2,1,4,/,1.3
Cc1cccc(C(=O)Oc2ccc(/C=N/NC(=O)c3ccccc3O)cc2)c1,4,5,-3,-15,0,-1,-2,-1,-9,-0.8
CN(C)CCCN1C(=O)CSC1c1ccccc1 (centres undefined),-2,0,2,-2,-4,1,5,4,3,-0.8
CSc1cc(-c2ccccc2)n(Cc2ccc(Cl)cc2Cl)c(=O)c1C#N,4,-2,-4,5,-3,-2,6,5,6,-2.2
CC(OC(=O)c1cc(Cl)ccc1[N+](=O)[O-])C(=O)NC(C)c1ccc(F)cc1 (centres undefined),4,6,-1,3,2,-1,6,4,-1,-1.5
CN(C)/C(=C\C(=O)c1ccccc1)C(=O)c1ccccc1,1,-2,-2,1,2,-2,-1,-4,-2,-1.1
CCc1ccccc1NC(=O)Nc1cccs1,-2,8,2,0,-2,3,4,-7,6,0.1
Cc1cccc(Cc2c(C)nc3c(C(=O)N4CCN(Cc5ccc6c(c5)OCO6)CC4)cnn3c2C)c1,-2,-10,-1,36*,-2,1,5,4,-7,-0.3
CN(C)C(=O)COC(=O)c1ccccc1Nc1ccc(SC(F)F)cc1,6,-3,0,-29,2,-3,-1,-1,-14,-1.8
CC(C)Cc1nnc(NC(=O)CCC(=O)Nc2ccc(F)cc2)s1,-1,8,0,-4,0,-4,-4,4,3,-2.7

# High-throughput results from PubChem.
